# PAD4 FP inh: human PAD4 inhibitors, primary screen, biochemical, fluorescence polarization, 1536-well format; Protein-arginine deiminase type-4 (Homo sapiens), Q9UM07; recombinant PAD4, RCA probe fluorescence polarization; inhibition, % at 6.36 µM; actives 0.41% (n = 330,000); AID 485272, 2010;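 active means percent inhibition above a cutoff equal to the mean of all tested compounds plus 3 SD, cut at about 15% in these data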;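 further: 0% = PAD4 with RCA probe and DMSO and 100% = probe without PAD4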
# Target sequence (Q9UM07 whole entry, looked up): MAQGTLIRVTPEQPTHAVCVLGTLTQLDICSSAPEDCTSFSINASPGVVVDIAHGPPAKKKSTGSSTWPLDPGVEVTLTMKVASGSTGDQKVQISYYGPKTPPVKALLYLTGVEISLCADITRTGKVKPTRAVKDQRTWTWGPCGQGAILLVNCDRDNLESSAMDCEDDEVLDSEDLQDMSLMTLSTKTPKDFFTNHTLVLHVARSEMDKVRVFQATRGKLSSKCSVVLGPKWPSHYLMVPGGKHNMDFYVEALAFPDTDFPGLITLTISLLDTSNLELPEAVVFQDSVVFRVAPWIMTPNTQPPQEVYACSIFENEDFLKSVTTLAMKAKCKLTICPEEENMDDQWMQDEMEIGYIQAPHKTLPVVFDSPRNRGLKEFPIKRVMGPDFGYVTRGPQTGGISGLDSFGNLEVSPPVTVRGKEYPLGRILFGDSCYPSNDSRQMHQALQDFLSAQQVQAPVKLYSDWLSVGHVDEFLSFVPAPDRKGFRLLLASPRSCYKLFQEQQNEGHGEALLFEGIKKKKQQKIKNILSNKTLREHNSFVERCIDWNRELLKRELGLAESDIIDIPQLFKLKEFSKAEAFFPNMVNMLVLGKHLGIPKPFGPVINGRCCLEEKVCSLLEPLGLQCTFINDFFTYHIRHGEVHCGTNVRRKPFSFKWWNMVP
# LYPLA1 inh: LYPLA1 inhibitors, primary screen, counter-screen for PME1 inhibitor project, biochemical, fluorescence polarization, FP-Rh probe ABPP. Acyl-protein thioesterase 1 (Homo sapiens), O75608. recombinant LYPLA1. inhibition, % at 5.9 µM. actives 0.16% (n = 320,000). AID 2174, 2009;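 active means inhibition above the mean of all tested compounds plus 3 SD, set per campaign, cut at about 14% in these data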;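 further: inhibitors block serine hydrolase probe labeling of LYPLA1 so polarization falls; 0% = enzyme with DMSO and 100% = wells lacking LYPLA1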
# EBNA-1 inh: EBNA-1 DNA-binding inhibitors, primary screen, biochemical, fluorescence polarization | actives 0.34% (n = 300,000) | AID 1950, 2009 | inhibition, % at 14.8 µM; in the data active means inhibition above about 28%
# ZTA counter: ZTA (EBV) inhibition in EBNA-1 counter-screen. actives 0.15% (n = 320,000). inhibition, % at 11 µM. P03206. AID 2234. ZTA-DNA binding, fluorescence polarization; in the data active means inhibition above about 33%
# PAFAH2 inh: PAFAH2 enzyme inhibitors, primary screen, biochemical, fluorescence polarization, human | recombinant PAFAH2, FP-rhodamine activity probe | inhibition, % at 3.39 µM | Platelet-activating factor acetylhydrolase 2, cytoplasmic (Homo sapiens), Q99487 | actives 0.99% (n = 340,000);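 active means inhibition above the mean over all tested compounds plus 3 SD, cut at about 30% in these data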;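 further: inhibitors block probe labeling of enzyme so polarization drops; 0% = enzyme with DMSO and 100% = wells lacking PAFAH2 protein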
# LYPLA2 inh: LYPLA2 inhibitors, primary screen, counter-screen for PME1 inhibitor project, biochemical, fluorescence polarization, FP-Rh probe ABPP; inhibition, % at 5.9 µM; actives 0.38% (n = 320,000); Acyl-protein thioesterase 2 (Homo sapiens), O95372; recombinant LYPLA2;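 active means inhibition above the screen-wide mean plus 3 SD, limit set per campaign, cut at about 26% in these data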;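 further: 0% = LYPLA2 with DMSO and 100% = wells lacking LYPLA2 enzyme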
# Target sequence (O95372 whole entry, looked up): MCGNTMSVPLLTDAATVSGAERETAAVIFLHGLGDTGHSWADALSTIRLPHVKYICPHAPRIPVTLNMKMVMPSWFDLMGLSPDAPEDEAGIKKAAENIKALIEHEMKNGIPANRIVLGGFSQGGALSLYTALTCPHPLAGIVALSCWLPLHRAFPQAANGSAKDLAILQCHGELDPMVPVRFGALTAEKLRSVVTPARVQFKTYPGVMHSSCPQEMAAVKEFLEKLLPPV
# GSTO1 counter: inhibitors of recombinant GSTO1, primary screen, counter-screen for RBBP9 inhibitor project, biochemical, fluorescence polarization | activity-based probe fluorescence polarization | inhibition, % at 5.96 µM | actives 1.1% (n = 300,000);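 active means inhibition above the campaign mean inhibition plus 3 SD, cut at about 35% in these data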;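 further: 0% = GSTO1-1 with DMSO and 100% = wells lacking GSTO1-1 enzyme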
# PAFAH1B3 inh: PAFAH1B3 enzyme inhibitors, primary screen, biochemical, fluorescence polarization, human. inhibition, % at 3.39 µM. actives 0.28% (n = 340,000). recombinant PAFAH1B3, FP-rhodamine probe;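 active means inhibition above the screen-wide average of all tested compounds plus 3 SD, cut at about 25% in these data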;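 further: 0% = enzyme with DMSO only and 100% = wells lacking PAFAH1B3 protein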
# PREPL inh: PREPL enzyme inhibitors, primary screen, biochemical, fluorescence polarization; Prolyl endopeptidase-like (Homo sapiens), Q4J6C6; recombinant PREPL, fluorescence polarization activity-based probe; inhibition, % at 5.96 µM; actives 0.68% (n = 320,000); in the data active means inhibition above about 43%;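 further: 0% = enzyme with DMSO and 100% = wells lacking enzyme; many of its hits are not listed in these tables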
# Active calls of the source: *; · = not tested or not shown.
SMILES,PAD4 FP inh,LYPLA1 inh,EBNA-1 inh,ZTA counter,PAFAH2 inh,LYPLA2 inh,GSTO1 counter,PAFAH1B3 inh,PREPL inh
N#Cc1ccc(N2CCN(C(=O)c3cccc(F)c3)CC2)c(F)c1,-2,3,9,8,-8,2,-2,-1,22
O=C1c2cccc(Cl)c2C(=O)c2c1cccc2N1CCCC1,-10,2,6,-1,8,12,44*,0,36
COc1cc(/C=C\C(=O)OCn2nnc3ccccc3c2=O)cc(OC)c1OC,1,-2,-1,-6,-2,3,7,1,6
COc1ccccc1CNC(=O)c1ccc(-c2ccccc2C(F)(F)F)o1,3,-5,5,-21,1,-5,18,-2,-3
CNC(=O)CSc1nnc(-c2cc(C)cc(C)c2)o1,2,1,4,-17,1,4,1,-9,1
CCn1c(CSc2ncccn2)nnc1SCC(=O)N1c2ccccc2CC1C (stereo not drawn),-2,3,-10,-16,2,4,7,-1,8
COc1ccc(Cn2cccc(NC(=O)Nc3ccc(C#N)cc3)c2=O)cc1,3,-3,3,6,-8,8,-5,-3,8
CN1CCN(c2ccc(NC(=O)c3sc4ccccc4c3Cl)cc2)CC1,1,0,-7,-10,6,0,3,7,16
COc1cccc(-c2onc3ccc(C(C)=O)cc23)c1,-3,-2,-8,-1,2,5,5,11,0
COCCN(Cc1cc2cc3c(cc2nc1Cl)OCO3)C(=O)Nc1ccc(F)cc1,0,1,1,14,1,-4,2,-2,-7
COc1ccc(OC)c(C2=NOC(C(=O)NCC3CCCO3)C2)c1 (stereo not drawn),-3,2,9,2,0,5,1,-6,7
O=C(Nc1cc(Cl)ccc1Cl)c1ccco1,2,2,-10,-11,6,5,-2,8,5
Cc1nc2ncnn2c(C)c1CCC(=O)N1CCN(C(=O)c2ccco2)CC1,1,3,0,-14,4,6,51*,4,3
CS(=O)(=O)N(Cc1ccccc1)c1ccc(C(=O)NCCSc2ccccn2)cc1,-3,0,13,-5,4,-1,3,-4,-5
COc1cc(C(=O)NCCC(C)C)ccc1OCc1ccc(Cl)cc1Cl,1,-5,5,4,-7,-3,-8,-8,34
CC1(C)c2[nH]c3ccccc3c2C[C@@H]2C(=O)N(Cc3ccccc3F)C(=O)N21,1,-1,3,-4,-2,-1,3,13,2
Cc1nn(-c2ccccc2)nc1C(=O)NNC(=O)c1ccc(C(F)(F)F)cc1,1,-2,-3,5,7,8,4,-5,5
O=C(N/N=C\c1ccc(-c2ccccc2[N+](=O)[O-])o1)C1COc2ccccc2O1 (stereo not drawn),29*,-1,-2,-6,0,5,66*,-1,25
O=C(Nc1ccc(S(=O)(=O)N2CCCCCC2)cc1)c1[nH]ncc1[N+](=O)[O-],0,-3,4,2,4,-1,-7,4,-2
COc1ccc(NC(=O)CCCc2ccccc2)cc1OC,-8,2,-1,-2,-4,-3,4,-3,-10
CN1C(=O)c2cccc3c(S(=O)(=O)NCCc4ccccc4)ccc1c23,4,3,6,12,5,-1,11,4,-16
Cc1ccc(NC(=O)CC2OC(=O)c3ccccc32)cc1S(=O)(=O)N1CCOCC1 (stereo not drawn),-5,-1,·,5,-7,4,·,15,4
O=C(COC(=O)c1c(Cl)cccc1Cl)NC1CCCCC1,6,4,8,11,8,4,0,9,15
Cn1c(CCNC(=O)c2ccco2)nc2cc(NS(=O)(=O)c3ccc(Cl)cc3)ccc21,1,2,9,-12,5,-3,3,9,-9

# Pulled by compound from the list above, 5 records:
SMILES,PAD4 FP inh,LYPLA1 inh,EBNA-1 inh,ZTA counter,PAFAH2 inh,LYPLA2 inh,GSTO1 counter,PAFAH1B3 inh,PREPL inh
O=C(N/N=C\c1ccc(-c2ccccc2[N+](=O)[O-])o1)C1COc2ccccc2O1 (stereo not drawn),29*,-1,-2,-6,0,5,66*,-1,25
Cc1nn(-c2ccccc2)nc1C(=O)NNC(=O)c1ccc(C(F)(F)F)cc1,1,-2,-3,5,7,8,4,-5,5
CC1(C)c2[nH]c3ccccc3c2C[C@@H]2C(=O)N(Cc3ccccc3F)C(=O)N21,1,-1,3,-4,-2,-1,3,13,2
CN1C(=O)c2cccc3c(S(=O)(=O)NCCc4ccccc4)ccc1c23,4,3,6,12,5,-1,11,4,-16
COc1ccc(NC(=O)CCCc2ccccc2)cc1OC,-8,2,-1,-2,-4,-3,4,-3,-10

# Next compounds follow:
SMILES,PAD4 FP inh,LYPLA1 inh,EBNA-1 inh,ZTA counter,PAFAH2 inh,LYPLA2 inh,GSTO1 counter,PAFAH1B3 inh,PREPL inh
Cn1c(SCc2nc3ccccc3s2)nnc1-c1ccc2c(c1)OCO2,-1,0,3,-6,4,0,2,2,7
CC[n+]1c(/C=C/N(C)c2ccccc2)oc2ccccc21,-4,3,4,3,1,-3,4,0,14
O=C(CSc1ncnc2scc(-c3ccccc3)c12)N1CCN(Cc2ccc3c(c2)OCO3)CC1,-24,-5,14,59*,1,-1,-10,-5,9
CCOC(=O)[C@H]1[C@H]2COc3ccc(OC)cc3[C@@H]2N2C(=O)[C@H](C)NC(=O)[C@@]12C,-2,-1,·,-5,8,-2,·,4,12
O=C(O)c1ccccc1N=Nc1ccc(O)cc1,-7,4,0,7,1,3,5,0,5
O=C(C1=C[C@@H]2[C@H]3C(=O)N(c4ccc(Cl)cc4)C(=O)[C@H]3[C@@H](C(=O)c3ccc(Cl)cc3)N2C=C1)c1ccccc1,-16,-12,12,-6,0,-3,-1,-1,-5
COc1ccc(-c2noc(-c3ccoc3C)n2)cc1OC,1,1,10,10,0,-1,0,3,7
COc1cccc2c1[C@@H]1CN(CCCCn3c(=O)[nH]c4c(sc5ncc(-c6ccccc6)nc54)c3=O)C[C@@H]1CO2,-2,0,12,8,11,-1,-4,6,8
Cc1ccc(/C(N)=N/OC(=O)/C=C/c2ccccc2)cc1,-6,1,7,-9,6,5,-5,6,-5
Cc1[nH]c(=O)[nH]c(=O)c1/C=N/NC(=O)CCCCCNC(=O)OC(C)(C)C,5,-1,-4,-14,-7,-5,14,4,1
CCCCc1ccc(N2C(=NC(=O)C3CCCO3)SC3CS(=O)(=O)CC32)cc1 (stereo not drawn),3,1,2,-29,-1,0,6,7,5
O=C(O)/C(=C\c1cccc(O)c1)c1ccc(S(=O)(=O)N2CCCC2)s1,-9,-2,·,-7,6,1,·,4,5
CCCCn1c(N)c(N(CC(C)C)C(=O)COC(=O)c2ccccc2NCCO)c(=O)[nH]c1=O,3,1,4,-4,5,-1,6,-2,-5
CNC[C@@H](CC1CCCCC1)NC[C@H](CC(C)C)NCCc1cccc(C(F)(F)F)c1,-1,2,-8,-23,-1,5,-1,5,10
Cc1nc(Cl)c2c(n1)N(CC(N)=O)C(=O)CO2,-1,-4,4,13,-2,-2,2,-5,0
O=C(CN1C(=O)NC2(CCCCCC2)C1=O)Nc1ccc(Cl)c([N+](=O)[O-])c1,3,·,·,·,-3,·,·,2,19
COc1ccc(C(=O)On2c(-c3ccc(Br)cc3)nc3ccccc3c2=O)cc1,5,-3,5,9,-1,4,-11,-2,-10
CCCn1nnnc1NCc1ccccc1OCc1cccs1,1,2,-2,6,5,2,7,-1,6
CCN(CC)c1ccc(NC(=O)c2cnn(CC)c2)cc1,-5,2,3,-1,4,2,14,-6,25
CCCCN(C(=O)c1cc(CC)c(C)s1)c1c(N)n(CC(C)C)c(=O)[nH]c1=O,-1,-2,66*,-16,4,-6,-6,2,3
CCc1cc2c(CN(C)Cc3ccccc3F)cc(=O)oc2cc1O,0,-3,-10,-10,-5,-3,3,4,20
CC1=CCC2C(=O)N(c3ccc(C)cc3)C(=O)C2C1 (stereo not drawn),1,-1,3,-4,-2,-7,1,-1,3
CCOC(=O)c1c(NC(=O)CN2C(=O)NC3(CCC(C)CC3)C2=O)sc(C)c1-c1ccc(C)cc1 (stereo not drawn),-2,-2,10,3,-1,3,1,4,-2
COc1cc(/C=N/NC(=S)NC2CC3CCC2C3)ccc1O (stereo not drawn),-1,-1,3,15,12,2,-5,4,11
Nc1nnc(CC(=O)Nc2ccccc2)s1,-4,-1,-16,-15,·,0,16,·,13
CCc1ccc(CNc2ccc(O)cc2)cc1,15*,6,4,27,25,13,86*,24,9
Cc1nn(C)c(C)c1CN(C)C(=O)C1CCC(=O)N(C2CCCCCC2)C1 (stereo not drawn),-3,4,2,-1,-6,7,15,-2,8
COCc1cc(C)nc(N2CCOCC2)c1C#N,3,0,2,1,0,-2,-2,24,2
Cc1cc(C(=O)N/N=C/c2cccc([N+](=O)[O-])c2)c(C)o1,-4,4,-9,-36,4,0,0,-2,18
Cc1ccc(N=C2NC(=O)/C(=C/c3cn(C)c4ccccc34)S2)cc1C,-23,-26,10,15,-49,-40,-20,-134,15
O=C1/C(=C\c2ccc(O)cc2)SC(=S)N1/N=C/c1ccc(O)cc1,-30,-35,-12,3,-54,-63,-14,-21,-30
Cc1cc(C)c2nc(N3C(=O)C(O)=C(C(=O)c4ccco4)C3c3ccc(O)cc3)sc2c1 (stereo not drawn),7,-6,·,-12,0,-1,·,15,33
O=C(NCCOc1ccccc1)C1Nc2ccc(OC(F)(F)F)cc2C2C=CCC12 (stereo not drawn),-2,1,-7,-7,4,0,3,18,-4
COc1c(C)cc(Br)cc1C(=O)Nc1cccc(NC(=O)c2ccco2)c1,0,-10,-2,-2,-5,-5,-5,1,-8
CC(=O)N1CCN(c2ccc(NCc3ccc(-c4cccc(Cl)c4)o3)cc2)CC1,9,·,·,·,7,·,·,8,55*
CCCCNC(=O)CN(c1cccc(Br)c1)S(C)(=O)=O,-6,2,-11,-11,3,0,5,7,2
NC(=O)C(=O)NCCCN1CCOCC1,0,-7,10,12,-10,-4,2,1,0
O=C(Nc1ccc2oc(-c3ccc4ccccc4c3)nc2c1)c1ccc2c(c1)OCCO2,-4,-2,31*,12,-23,-6,-17,-25,-12
Cc1ccc(S(=O)(=O)N2CCC(C(=O)OCC(=O)N3CC(=O)Nc4ccccc43)CC2)cc1,-7,2,-6,8,-3,-1,1,13,9
Cc1ccccc1OCC(=O)NNC(=S)NC(=O)c1ccco1,-4,-7,8,-12,1,8,-14,-4,8
C#CCOCCOCCOCCNc1nc(N2CCN(C(=O)CCCCCCCCCCNC(=O)[C@H](CCCCN)n3cc(CCO)nn3)CC2)nc(N2CCN(C(=O)CCCCCCCCCCNC(=O)[C@@H]([C@H](C)O)n3cc(C)nn3)CC2)n1,-3,-3,-3,30,-13,-7,-2,2,40
O=C(c1ccc(C(F)(F)F)cc1)N1CCC(=O)N(C(COCc2ccc(Cl)cc2)Cc2ccccc2)CC1 (stereo not drawn),0,-3,1,-5,5,5,3,-2,9
CCN(CC)S(=O)(=O)c1ccc(/C=C/C(=O)O)cc1,0,1,-1,1,3,2,0,5,20
CCCNC(=O)COc1coc(CN2CCN(c3ccc(F)cc3)CC2)cc1=O,9,1,1,1,-2,4,12,0,12
Cc1cccc(N2CCN(C(=O)C3CCN(c4ncnc5c4nc4n5CCCCC4)CC3)CC2)c1C,-2,-2,-6,14,4,13,-2,0,40
O=C(CC1c2ccccc2Oc2ccccc21)N1CCN(c2ccccn2)CC1,3,7,-5,-10,12,14,2,10,15
Cc1ccc(C(=O)N/C(=C\c2ccc(C(C)C)cc2)C(=O)NCCCN2CCOCC2)cc1,0,-3,-6,14,-1,2,3,5,3
CN(CC(O)COc1ccccc1F)C1CCCCC1 (stereo not drawn),0,2,-5,-10,5,-2,5,-1,-3

# Screening data (PubChem)

# Some of the compounds tested (hit frequency here may not be typical).
